Screening results (PubChem)
RSV antiviral HEp-2: RSV antiviral activity via CPE protection, HEp-2 cells, primary 10 µM value included (AID 2391); 310,000 compounds, 0.13% hits; CPE inhibition, % at 10 µM; hits with a dose series show IC50 in µM; HEp-2 cells, RSV-induced CPE inhibition; higher % means a stronger effect; in the data active means a potency from the dose series; inconclusive means CPE inhibition mostly from about 23% at the one dose, without a potency; inactive means the rest, 99 in 100 with CPE inhibition below about 21%; further: strong numbers were not always called active
Myeloid diff 2: induction of myeloid progenitor differentiation, primary screen, cell-based, flow cytometry, MLPCN library; ER-HoxA9 myeloid progenitors, lysozyme-GFP differentiation; 360,000 compounds, 1% hits; calls only at 10 µM;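 active means normalized GFP-positive differentiation at or above the plate's own cutoff, the solvent-only control mean plus 3 SD; inconclusive means no clear call, values can overlap the other calls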;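 further: cells exposed to compound for four days before flow analysis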
PMI inhibitors: inhibitors of human PMI, primary screen, biochemical, fluorescence intensity, coupled assay (AID 1209); Mannose-6-phosphate isomerase (Homo sapiens); purified PMI enzyme, coupled fluorescence intensity; higher % means a stronger effect; one-dose inhibition, % at 20 µM; IC50 in µM for titrated hits; 190,000 compounds, 0.42% hits;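 further: plate controls were DMSO vehicle for no effect and wells lacking substrate for full effect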
PhoP inhibition: inhibitors of PhoP regulon expression, primary screen, Salmonella Typhimurium, GFP reporter (AID 1863) | 300,000 compounds, 0.16% hits | S. Typhimurium PhoP-regulated promoter GFP reporter, 4 h; higher % means a stronger effect | inhibition, % at 50 µM; hits with a dose series show IC50 in µM;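 active means inhibition over 29.93%, a cutoff 3 SD above the screen mean, later confirmed by dose response; inconclusive means inhibition over 29.93% but no dose response follow-up; inactive means inhibition at most 29.93% or unconfirmed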;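 further: 0% = low Mg2+ inducing control and 100% = high Mg2+ repressing control; strong numbers were not always called active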
WT yeast gro inh: growth inhibition of WT strain, primary screen, mitochondrial fusion inhibitor project, WT and mutant strains, chemical genetic; 190,000 compounds, 2.1% hits; inhibition, % at 10 µM; mitochondrial fusion phenotypic screen; AID 1362, 2008; in the data active means inhibition above about 58%; tested in S. cerevisiae
TNAP activators: human TNAP enzyme activators, primary screen, biochemical, luminescent, no phosphate acceptor, uHTS (AID 1001); Alkaline phosphatase, tissue-nonspecific isozyme (Homo sapiens); purified TNAP, luminescent activation assay, no phosphate acceptor; higher activation fold means a stronger effect; activation fold at 20 µM, or EC50 in µM where a hit was titrated; 200,000 compounds, 0.03% hits; in the data active means activation fold from about 3, or a potency from the dose series; inactive means the rest, 99 in 100 with activation fold below about 1.6; further: many of its hits are not listed in these tables
XIAP antagonists: XIAP antagonists, biochemical, IAP family, fluorescence polarization (AID 1018) | XIAP BIR domain, fluorescence polarization peptide displacement; higher % means a stronger effect | one-dose displacement, % at 20 µM; IC50 in µM for titrated hits | 200,000 compounds, 0.007% hits | E3 ubiquitin-protein ligase XIAP (Homo sapiens); in the data active means displacement above about 50%; further: a part of the inactive calls stands beside numbers as strong as those of hits
Siah-1 displacement: Siah-1 peptide-binding antagonists, primary screen, biochemical, fluorescence polarization, rhodamine-plectin, uHTS (AID 1817); Siah-1 / rhodamine-plectin peptide fluorescence polarization; higher % means a stronger effect; displacement, % at 20 µM; hits with a dose series show IC50 in µM; 290,000 compounds, 0.02% hits;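 active means displacement of at least 50% at 20 µM, with a fluorescence ratio check between 0.3 and a set limit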;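 further: plate controls were Siah plus tracer with DMSO for no effect and tracer alone without Siah for full effect; strong numbers were not always called active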
human PMI inhibitors: human PMI inhibitors, high substrate, primary screen, biochemical, fluorescence intensity, high mannose 6-phosphate (AID 1220); one-dose inhibition, % at 20 µM; IC50 in µM for titrated hits; Mannose-6-phosphate isomerase (Homo sapiens); 190,000 compounds, 0.66% hits; recombinant PMI enzyme, coupled fluorescence intensity; higher % means a stronger effect
WT yeast gro inh mutant strain: second read-out of WT yeast gro inh, no call of its own (marks repeat the call); inhibition, %; mitochondrial fusion phenotypic screen, mutant strain inhibition
Myeloid diff 2 GFP+ MAC1+ %: further read-out of Myeloid diff 2, marked with its call; GFP+ MAC1+ double positive, %; measured here: differentiation confirmed by MAC1 staining
* hit, by the source's call; i = inactive; ? = inconclusive; · = no result given. Unless noted, no stated cut-off is given here; in the data, active means inhibition above about 50%; inactive means the rest. This is a random part of the collection; any-hit rate near 3.1%.

SMILES	RSV antiviral HEp-2	Myeloid diff 2	Myeloid diff 2 GFP+ MAC1+ %	PMI inhibitors	PhoP inhibition	WT yeast gro inh	WT yeast gro inh mutant strain	TNAP activators	XIAP antagonists	Siah-1 displacement	human PMI inhibitors
O=C(Oc1ccc(Br)cc1)C1CC(=O)N(c2ccc(F)cc2)C1 (stereo not given)	-1.3%	i	1.8	11%	-9%	14	13	1.1	0.1%	1%	16%
Cc1ccc(NCc2nnc(SCC(=O)O)n2-c2ccc(C)cc2)cc1	2.5%	i	0.7	·	8%	8	-2	1.1	4.7%	-7%	·
FC(F)(F)c1nc2ccccc2c2nc3ccccc3n12	1.8%	i	0.7	-5%	1%	-5	8	1.1	1.2%	6%	-4%
Cc1ccc(C2=NOC3(CC(=O)N(c4ccc(C)cc4)C3=O)C2)cc1 (stereo not given)	1.4%	i	0.3	·	-14%	·	·	·	·	6%	·
CC(C)N(CCO)C(=O)CCc1nnc(Cc2cccc(C(F)(F)F)c2)o1	-0.4%	i	0.3	-1%	5%	9	11	1.1	-2.0%	-7%	-4%
COc1ccc(NC(=O)NNC(=O)c2ccc(-c3ccccc3)cc2)c(OC)c1	4.0%	i	1.1	·	3%	·	·	·	·	0%	·
O=C(N/C(=C\c1ccc(Br)cc1)C(=O)N1CCCC1)c1ccccc1F	3.8%	i	0.8	-6%	4%	-10	6	1	-5.1%	-1%	-1%
CCCCc1c(O)nc(SCC(=O)N2CCOCC2)n(-c2ccccc2OC)c1=O	1.3%	i	0.4	·	0%	·	·	·	·	-6%	·
O=C(COC(=O)c1c[nH]c(=O)[nH]c1=O)Nc1ccccc1Br	1.9%	i	0.3	·	-13%	·	·	·	·	14%	·
CCOC(=O)c1ccc(NC(=O)c2nc[nH]c2C(=O)N2CCc3ccccc3C2)cc1	0.8%	i	0.5	·	-5%	·	·	·	·	1%	·
Cc1cccc(/C=N/n2c(C3CCCCC3)n[nH]c2=S)c1	3.4%	i	0.7	·	2%	·	·	·	·	5%	·
Cc1onc(-c2c(Cl)cccc2Cl)c1COC(=O)c1ccc([N+](=O)[O-])cc1	1.4%	i	0.3	·	-8%	·	·	·	·	0%	·
Cc1ccc(-c2csc(NC(=O)CN3CC(C)OC(C)C3)n2)cc1 (stereo not given)	3.5%	i	0.2	·	-3%	·	·	·	·	3%	·
CCOC(=O)c1c(NC(=O)COc2cccc3c2CCN(CC)C3=O)sc2c1CCC2	14%	i	1.9	-6%	-1%	-14	-19	1	-18%	0%	-7%
COc1cc(S(=O)(=O)N2CCC(C(N)=O)CC2)c(C)cc1C	2.5%	i	1.9	2%	-1%	-10	-10	1.1	-4.8%	0%	2%
CCOC(=O)CC(NC(=O)C(CC)c1ccccc1)c1ccccc1Cl (stereo not given)	3.4%	i	0.4	17%	1%	5	-4	1	-3.3%	4%	16%
CO/N=C(/CS(=O)c1ccc(Br)cc1)c1ccc(OC)cc1 (stereo not given)	3.5%	i	0.9	2%	-15%	5	-6	1.1	-6.3%	1%	8%
COc1cccc(C(=O)NCC(=O)OCc2ccc(F)cc2Cl)c1	0.7%	i	0.4	18%	-12%	-17	-5	1	81%	0%	12%
O=C(CCc1nnc(Cc2cccc(C(F)(F)F)c2)o1)NCCc1ccccc1F	-0.7%	i	0.5	·	10%	·	·	·	·	7%	·
CCC(C)[C@H](NC(=O)C1CCC(CNC(=O)[C@@H]2CCCN2C(=O)OC(C)(C)C)CC1)C(=O)O (stereo not given in full)	0.8%	i	0.0	·	2%	·	·	·	·	1%	·
CCOc1ccc(S(=O)(=O)NCc2ccccn2)cc1NC(=O)c1ccccc1F	0.7%	?	·	·	3%	·	·	·	·	5%	·
O=C(CSc1c2c(nc3cc(Cl)ccc13)CCCC2)NCCCN1CCOCC1	1.3%	i	0.1	1%	-4%	2	-1	1.1	-2.2%	16%	3%
O=S(=O)(NCCOCCNS(=O)(=O)c1ccccc1)c1ccccc1	2.2%	i	1.0	7%	-3%	34	6	1.1	-7.0%	-3%	-1%
Cc1ccc(C(=O)OC2CCN(c3ccc([N+](=O)[O-])cc3)CC2)cc1	0.0%	i	0.6	0%	-7%	-23	-7	1.1	-3.1%	4%	8%
Cc1ccc(-c2csc3nc(SCC(=O)N(C)C)n(Cc4ccccc4)c(=O)c23)cc1	?	i	0.6	19%	-1%	22	4	1.1	16%	3%	9%
CCN(CC)Cc1csc2ccc(Br)cc12	-1.0%	i	0.8	-3%	8%	-4	17	1.1	-3.1%	3%	-13%
CC(=O)Nc1ccc(NC(=O)Cn2c(=O)n(-c3ccccc3)c(=O)c3oc4ccccc4c32)cc1	2.5%	i	1.3	2%	-2%	-3	11	1.1	-3.5%	8%	-5%
COc1cccc(C(=O)Nc2ccc(-n3nncc3C(C)(C)C)cc2)c1	9.8%	i	0.6	-3%	6%	-1	15	1.1	0.2%	14%	2%
CC1=CC(C)(C)Nc2ccc(OC(=O)CN3C(=O)CCC3=O)cc21	15%	i	19	22%	-12%	-16	-3	1	-2.1%	0%	13%
Cc1ccc(-c2nc(NCc3ccco3)n(S(C)(=O)=O)n2)cc1	-1.7%	i	0.3	-18%	2%	-4	-7	1.1	-4.2%	8%	-17%
CN(C)CCCOc1ccc2c(c1)Sc1ccccc1CC2=O	-0.6%	i	0.2	3%	-15%	0	-4	0.9	-3.5%	-5%	49%
O=C(NCc1cccnc1)c1cccc2c1C(=O)N(Cc1cccnc1)C2	1.5%	i	0.8	0%	-13%	-3	-13	1.3	-5.1%	1%	-2%
Cc1ccc(NC(=O)C(C)OC(=O)/C=C/c2ccccc2)cc1 (stereo not given)	3.2%	i	0.3	·	-8%	·	·	·	·	-1%	·
CCCOC1CCCN(C(=O)c2cc(COc3ccc(F)c(F)c3)on2)C1 (stereo not given)	1.8%	i	7.1	·	4%	·	·	·	·	0%	·
CCOC(=O)C1CCN(C(=O)N(C)C)CC1	0.0%	i	1.4	3%	-3%	15	22	1	-3.9%	1%	-4%
O=C(CCCl)N1CCCC2(CCCCC2)C1	-2.3%	i	0.5	·	-7%	·	·	·	·	4%	·
O=C(N/N=C/c1coc2ccc(Cl)cc2c1=O)c1ccc(O)cc1	2.9%	i	0.6	·	10%	·	·	·	·	1%	·
COc1ccc(NC(=O)c2c(-c3ccccc3)noc2C)c(OC)c1	2.2%	i	6.7	6%	-5%	12	1	1.1	-1.9%	-1%	-2%
CCc1ccc(-c2cc(C(=O)NCCCn3ccnc3)c3ccccc3n2)s1	50%	·	·	1%	7%	25	10	1	-4.3%	-4%	-5%
Cn1c(N)c(C(=O)COC(=O)c2cccc(S(=O)(=O)N3CCCCC3)c2)c(=O)n(C)c1=O	3.8%	i	0.7	-4%	-4%	4	16	1.1	-8.7%	-3%	-4%

Compound profiles (already shown). Order of screens: RSV antiviral HEp-2 | Myeloid diff 2 | Myeloid diff 2 GFP+ MAC1+ % | PMI inhibitors | PhoP inhibition | WT yeast gro inh | WT yeast gro inh mutant strain | TNAP activators | XIAP antagonists | Siah-1 displacement | human PMI inhibitors
O=C(NCc1cccnc1)c1cccc2c1C(=O)N(Cc1cccnc1)C2 reads 1.5% | i | 0.8 | 0% | -13% | -3 | -13 | 1.3 | -5.1% | 1% | -2%
CCOC(=O)C1CCN(C(=O)N(C)C)CC1 reads 0.0% | i | 1.4 | 3% | -3% | 15 | 22 | 1 | -3.9% | 1% | -4%

(listing goes on)
SMILES	RSV antiviral HEp-2	Myeloid diff 2	Myeloid diff 2 GFP+ MAC1+ %	PMI inhibitors	PhoP inhibition	WT yeast gro inh	WT yeast gro inh mutant strain	TNAP activators	XIAP antagonists	Siah-1 displacement	human PMI inhibitors
CN=c1sc(C(=O)Nc2cccc(Cl)c2)cc(=O)n1C	1.4%	i	1.1	-4%	-6%	-9	7	1	-0.4%	0%	1%
Fc1ccccc1/C=N/Nc1nc(N2CCCCC2)nc(N2CCCCC2)n1	3.0%	i	0.7	·	-7%	30	25	1	-2.0%	0%	·
COCCNC(=O)C1CC(c2cccc(OC)c2)=NO1 (stereo not given)	·	i	7.5	-5%	-1%	17	11	1.2	-2.8%	7%	-8%
COc1ccc(Nc2nc(N)nc(CSc3nncn3C)n2)cc1	1.7%	i	1.6	5%	1%	0	-3	1.1	-7.9%	2%	5%

By substructure, the entries above containing a Cl atom (7)
SMILES	RSV antiviral HEp-2	Myeloid diff 2	Myeloid diff 2 GFP+ MAC1+ %	PMI inhibitors	PhoP inhibition	WT yeast gro inh	WT yeast gro inh mutant strain	TNAP activators	XIAP antagonists	Siah-1 displacement	human PMI inhibitors
Cc1onc(-c2c(Cl)cccc2Cl)c1COC(=O)c1ccc([N+](=O)[O-])cc1	1.4%	i	0.3	·	-8%	·	·	·	·	0%	·
CCOC(=O)CC(NC(=O)C(CC)c1ccccc1)c1ccccc1Cl (stereo not given)	3.4%	i	0.4	17%	1%	5	-4	1	-3.3%	4%	16%
COc1cccc(C(=O)NCC(=O)OCc2ccc(F)cc2Cl)c1	0.7%	i	0.4	18%	-12%	-17	-5	1	81%	0%	12%
O=C(CSc1c2c(nc3cc(Cl)ccc13)CCCC2)NCCCN1CCOCC1	1.3%	i	0.1	1%	-4%	2	-1	1.1	-2.2%	16%	3%
O=C(CCCl)N1CCCC2(CCCCC2)C1	-2.3%	i	0.5	·	-7%	·	·	·	·	4%	·
O=C(N/N=C/c1coc2ccc(Cl)cc2c1=O)c1ccc(O)cc1	2.9%	i	0.6	·	10%	·	·	·	·	1%	·
CN=c1sc(C(=O)Nc2cccc(Cl)c2)cc(=O)n1C	1.4%	i	1.1	-4%	-6%	-9	7	1	-0.4%	0%	1%
